# NIH3T3 tox: kills NIH 3T3 cells | Potency, µM (series often up to 96.7 µM), for inactives: at the top dose activity change, negative = cytotoxicity, usual class: inhibitors | NIH 3T3 viability, CellTiter-Glo ATP luminescence, 48-72 h | 4.3% of 94,000 active; also: potency is read from the fitted curve at half-maximal effect; nearly all actives have a fitted effect of over 55% in size
#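 Luminescent ATP readout (CellTiter-Glo, 10 min RT) after 48 or 72 hr compound exposure of NIH 3T3 cells seeded at 400 cells/well in 1536-well format; quantitative HTS.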
# HEK cytotox: HEK 293 cell cytotoxicity | HEK 293 viability, ATP luminescence (CellTiter-Glo), 48-72 h | Potency, µM (doses to about 115 µM), inactives show top-dose activity change, negative = cytotoxicity, usual class: inhibitors | 6.6% of 94,000 active; also: potency is read from the fitted curve at half-maximal effect; nearly all actives have a fitted effect of over 60% in size
#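 HEK 293 seeded at 250 cells/well receive compound via pintool. After 48 or 72 hr at 37 degree Celsius, 5% CO2 and 95% humidity, CellTiter-Glo is dispensed and luminescence read following 10 min at room temperature.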
# FLuc inh: Photinus pyralis luciferase inhibition; P08659; purified P. pyralis luciferase, luminescence, biochemical; AID 1347043; 2.5% of 76,000 active; Potency, µM (top dose mostly 115 µM), without a hit: at the highest dose activity change, negative = inhibition, hits mostly inhibitors; also: potency is read from the fitted curve at half-maximal effect; nearly all actives have a fitted effect of over 65% in size
# Target sequence (P08659 whole entry, looked up): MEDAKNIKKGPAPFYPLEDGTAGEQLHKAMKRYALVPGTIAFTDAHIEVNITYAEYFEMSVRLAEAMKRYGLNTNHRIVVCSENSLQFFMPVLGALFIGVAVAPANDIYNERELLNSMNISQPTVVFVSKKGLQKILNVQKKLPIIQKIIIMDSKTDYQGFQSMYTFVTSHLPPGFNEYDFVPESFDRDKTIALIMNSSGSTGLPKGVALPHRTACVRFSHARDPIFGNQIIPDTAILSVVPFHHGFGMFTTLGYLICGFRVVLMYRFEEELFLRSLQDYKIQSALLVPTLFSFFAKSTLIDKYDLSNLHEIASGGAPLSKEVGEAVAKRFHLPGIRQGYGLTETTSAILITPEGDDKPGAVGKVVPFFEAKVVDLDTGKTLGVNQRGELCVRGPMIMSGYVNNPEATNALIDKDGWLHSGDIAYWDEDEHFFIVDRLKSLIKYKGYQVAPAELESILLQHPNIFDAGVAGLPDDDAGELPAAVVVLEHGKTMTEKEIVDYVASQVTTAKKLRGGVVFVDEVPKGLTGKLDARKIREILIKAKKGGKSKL
#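 Luminescence read by CCD imaging after purified firefly luciferase (10nM final) was added to substrate buffer holding 10uM D-luciferin and 10uM ATP, pH 7.5, pre-dosed with compound.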
# HEK293 viab: cell viability loss counter-screen; HEK-293-SNCA-luc viability, GF-AFC fluorescence, 24 h; Potency, µM (doses to about 57.1 µM), for the others: at the highest dose activity change, negative = cytotoxicity, usual class: cytotoxic; 0.12% of 150,000 active;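 also: potency is read from the fitted curve at half-maximal effect; 0% = DMSO-treated cells and -100% = medium-only wells without cells; nearly all actives have a fitted effect of over 30% in size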
#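 HEK-293-SNCA-luc cells (1500/well) plated 24 h, then exposed 24 h to a dilution series; GF-AFC added 30 min at 37C, fluorescence 405/540 nm; normalised to medium-only and DMSO wells, Hill fit.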
# IP6K1 inh: inhibitors of human IP6K1 | Q92551 | IP6K1 kinase, ADP-Glo luminescence, 2 h; active compounds read low | activity change, % (series mostly up to about 58 µM) | 0.81% of 140,000 active; in the data active = activity change below about -25%
# Target sequence (Q92551 whole entry, looked up): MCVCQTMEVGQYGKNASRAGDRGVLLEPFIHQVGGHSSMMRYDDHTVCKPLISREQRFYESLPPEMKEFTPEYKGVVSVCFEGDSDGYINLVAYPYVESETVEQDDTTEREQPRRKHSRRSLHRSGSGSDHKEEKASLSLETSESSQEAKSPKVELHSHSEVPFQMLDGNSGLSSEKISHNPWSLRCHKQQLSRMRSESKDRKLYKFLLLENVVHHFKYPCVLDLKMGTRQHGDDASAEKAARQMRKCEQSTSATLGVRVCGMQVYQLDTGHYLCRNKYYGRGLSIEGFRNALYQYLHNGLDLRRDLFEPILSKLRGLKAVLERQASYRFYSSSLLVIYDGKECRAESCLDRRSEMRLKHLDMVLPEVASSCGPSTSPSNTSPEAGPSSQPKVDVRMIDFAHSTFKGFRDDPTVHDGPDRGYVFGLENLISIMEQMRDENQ
#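 ADP-Glo luminescence measures ADP made by human IP6K1 during a 2 h RT reaction with ATP/IP6 (mix at 1.3 mM/130 uM); top library doses 57.5 and 19.1 uM final.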
# GPT2 inhibitor: inhibitors of human GPT2 alanine aminotransferase. Q8TD30. Recombinant GPT2, coupled pyruvate oxidase/HRP Amplex Red fluorescence. Potency, µM (highest dose often 57.7 µM), inactives show top-dose activity change, negative = inhibition, hits mostly inhibitors. 0.25% of 100,000 active. AID 1671188; also: potency is read from the fitted curve at half-maximal effect; nearly all actives have a fitted effect of over 60% in size; many of its hits are not listed in these tables
#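 Recombinant GPT2 (10ng/uL) with 250uM a-KG and 2mM L-alanine, 30 min at room temperature, in HEPES pH 7.5 buffer. Pyruvate detected by pyruvate oxidase/HRP/Amplex Red fluorescence after 30 min in the dark; AOA (50uM) as positive control.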
# SNCA expr inh: SNCA gene expression inhibition; HEK-293 SNCA-luciferase knock-in, luminescence, 24 h; Potency, µM (top dose mostly 57.2 µM), without a hit: at the top dose activity change, negative = inhibition, most hits filed as inhibitors; 0.17% of 140,000 active; AID 1671194;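 also: potency is read from the fitted curve at half-maximal effect; plate controls were DMSO cells for no effect and cell-free wells for full effect; nearly all actives have a fitted effect of over 45% in size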
# Numbers without * were called inactive; i = inactive; ? = inconclusive; · = no result given; [ ] = dose if it differs, or a comment. Unless noted, calls follow the shape of the dose curve; as a rule, active = well fitted curve in the direction sought with a large enough effect; inconclusive = small, poorly fitted or top-dose-only effect, or another doubt; inactive = no such curve, though single readings can be large; an effect the other way counts as inactive or inconclusive. Unless noted, % is scaled to controls: 0 for no effect and ±100 for the full control effect.
# Under each structure: NIH3T3 tox | HEK cytotox | FLuc inh | HEK293 viab | IP6K1 inh | GPT2 inhibitor | SNCA expr inh
1	CN1CCC(NC(=O)c2cccc3c2CCN3C(=O)C2CC2)CC1
→ -10% | 2% | -6% | 3% | -1 | 2% | ?
2	O=C(COc1ccccc1)N1CCCCCC1c1nnc(-c2ccccc2)o1 (stereo not drawn)
→ -15% | -10% | · | -7% | -5 | 3% | 5%
3	COc1ccc(NC(=O)c2nnn(CC(=O)Nc3c(C)cc(C)cc3C)c2N)cc1OC
→ · | · | · | 17% | -8 | · | ?
4	COc1ccc(-n2c(=O)c3ccc(C(=O)NCc4ccc(C)cc4)cc3n(CC(=O)Nc3cccc(F)c3)c2=O)cc1
→ · | · | · | 6% | 2 | · | -6%
5	COc1ccc(NC(=O)CN(c2ccc(C)cc2)S(=O)(=O)c2cccs2)cc1
→ · | · | · | -3% | -11 | · | ?
6	Cc1ccc(NC(=O)c2ccc(CNS(=O)(=O)c3ccc4c(c3)C(C)(C)C(=O)N4C)cc2)cc1F
→ · | · | · | -8% | 14 | · | -27%
7	CCC1Oc2ccc(NC(=O)c3c(F)cccc3F)cc2CN(Cc2ccc3c(c2)OCO3)C1=O (stereo not drawn)
→ ? | ? | -5% | 3% | -12 | 2% | -2%
8	N#Cc1cccc(CN2C3CCC2CN(C(=O)Nc2ccccc2F)C3)c1
→ 4% | i | · | -5% | 3 | -1% | ?
9	Cc1ccc(NC(=O)Cn2c(C)cc(C)c(C#N)c2=O)cc1F
→ · | · | · | -1% | -15 | · | 46%[activator]
10	O=C(Nc1ccccc1F)N1CCc2nnc(C3CC3)n2CC1
→ -3% | -9% | 0% | 8% | 12 | i | 7%
11	Cc1ccc(N2CCN(Cc3nnc(-c4ccc5c(c4)OCO5)o3)CC2)c(C)c1
→ · | · | · | -17% | 5 | · | 5%
12	Cc1cc2nn(-c3ccc(F)cc3)nc2cc1NC(=O)c1ccc(OC(C)C)cc1
→ · | · | · | -13% | -11 | · | 16%
13	CC(=O)/C=C/C1(O)C(C)CC(O[C@@H]2O[C@H](CO)[C@@H](O)[C@H](O)[C@H]2O)CC1(C)C (stereo partly drawn)
→ · | · | · | 3%[23.9 µM] | 7 | -16%[27.3 µM] | ·
14	Cc1ccc(C)c(CN2C(=O)c3ccccc3Sc3ccc(C(=O)NCCCOC(C)C)cc32)c1
→ · | · | · | -27% | -9 | · | ?
15	CCc1ccccc1NC(=O)Cn1cc(S(=O)(=O)N2CCCC2)c(S(=O)(=O)N2CCCC2)c1
→ · | · | · | -7% | -18 | · | 21%
16	CCc1ccccc1-n1nc(-c2c(C)nc3scc(CC(=O)NCCOC)n3c2=O)cc1C
→ i | 4% | 2% | -1% | 1 | i | -9%
17	CN(C)CC1(O)CCC2(CCN(C(=O)c3nccc4ccccc34)CC2)CC1
→ i | i | 10% | 5% | -1 | i | -5%
18	COCCNC(=O)[C@@H]1C[C@@H](O)CN1C1CCN(C(=O)C(C)C)CC1
→ 1% | 2% | -3% | 10% | 5 | i | -5%
19	Cc1ccsc1C(=O)NC1CCN(C(=O)N2CC3CC(C2)[C@H]2CCCC(=O)N2C3)CC1 (stereo partly drawn)
→ -4% | -6% | -1% | -10% | 7 | 2% | 23%
20	CCn1nccc1C(=O)N1C[C@@H](F)C[C@H]1C(=O)N1CCCCC1
→ i | -1% | 2% | 3% | -1 | 2% | -5%
21	COc1ccc(Cn2c(C(=O)O)c(CNCC(C)c3ccccc3)c3ccc(OC)cc32)cc1 (stereo not drawn)
→ · | · | · | 1% | 5 | · | 20%
22	COc1cccc(N2C(=O)NC(=NC3CCCCC3)C23CCN([S+](=O)([O-])c2cccc(OC)c2)CC3)c1
→ 3% | -1% | · | -2% | 7 | i | 29%
23	COc1ccc(C(=O)NCCC2CCN(C(=O)Nc3ccccc3)CC2)cc1OC
→ 3% | -6% | 4% | 16% | 1 | 0% | 10%
24	O=C(NC[C@H]1OC[C@@H](NC2CCC2)[C@@H]1O)C1CCCC1
→ 4%[174 µM] | i | -5%[230 µM] | -1%[87.6 µM] | -3 | -4%[88.5 µM] | 0%[87.6 µM]
25	CCOc1ccc(NC(=O)c2ccc3snnc3c2)cc1
→ · | · | · | 8% | 4 | · | 123%[activator]
26	CS(=O)(=O)N1CCCN(C(=O)NC2CCCCC2)CCNC(=O)CC1c1ccccc1 (stereo not drawn)
→ -9% | i | 4% | 5% | 23 | i | 5%
27	Cn1cc(CN[C@H]2C[C@H]3C(=O)NC[C@@H](CCC(=O)N4CCc5ccccc54)N3C2)c2ccccc21
→ ? | ? | 5% | -2% | -9 | 1% | ?
28	COc1ccc(C2=Nc3ccc(OC(F)(F)F)cc3NC(c3cccnc3)=N2)cc1
→ · | · | · | -20% | -17 | · | -2%
29	O=C(NCc1ccccc1C(F)(F)F)c1cc2c(s1)CCN(C(=O)c1ccccc1)C2
→ -7% | -6% | -3% | -6% | -2 | -18% | -24%
30	CCCNC(=O)CCc1ccc2c(c1)CN(C(=O)NCC)CCO2
→ -12% | 1% | -10% | 5%[12.5 µM] | -2 | i | 31%[activator]

# 15 entries from above, reformatted.
15. CCc1ccccc1NC(=O)Cn1cc(S(=O)(=O)N2CCCC2)c(S(=O)(=O)N2CCCC2)c1
16. CCc1ccccc1-n1nc(-c2c(C)nc3scc(CC(=O)NCCOC)n3c2=O)cc1C
17. CN(C)CC1(O)CCC2(CCN(C(=O)c3nccc4ccccc34)CC2)CC1
18. COCCNC(=O)[C@@H]1C[C@@H](O)CN1C1CCN(C(=O)C(C)C)CC1
19. Cc1ccsc1C(=O)NC1CCN(C(=O)N2CC3CC(C2)[C@H]2CCCC(=O)N2C3)CC1 (stereo partly drawn)
20. CCn1nccc1C(=O)N1C[C@@H](F)C[C@H]1C(=O)N1CCCCC1
21. COc1ccc(Cn2c(C(=O)O)c(CNCC(C)c3ccccc3)c3ccc(OC)cc32)cc1 (stereo not drawn)
22. COc1cccc(N2C(=O)NC(=NC3CCCCC3)C23CCN([S+](=O)([O-])c2cccc(OC)c2)CC3)c1
23. COc1ccc(C(=O)NCCC2CCN(C(=O)Nc3ccccc3)CC2)cc1OC
24. O=C(NC[C@H]1OC[C@@H](NC2CCC2)[C@@H]1O)C1CCCC1

entry no.,15,16,17,18,19,20,21,22,23,24
NIH3T3 tox,·,i,i,1%,-4%,i,·,3%,3%,4%[174 µM]
HEK cytotox,·,4%,i,2%,-6%,-1%,·,-1%,-6%,i
FLuc inh,·,2%,10%,-3%,-1%,2%,·,·,4%,-5%[230 µM]
HEK293 viab,-7%,-1%,5%,10%,-10%,3%,1%,-2%,16%,-1%[87.6 µM]
IP6K1 inh,-18,1,-1,5,7,-1,5,7,1,-3
GPT2 inhibitor,·,i,i,i,2%,2%,·,i,0%,-4%[88.5 µM]
SNCA expr inh,21%,-9%,-5%,-5%,23%,-5%,20%,29%,10%,0%[87.6 µM]

25. CCOc1ccc(NC(=O)c2ccc3snnc3c2)cc1
26. CS(=O)(=O)N1CCCN(C(=O)NC2CCCCC2)CCNC(=O)CC1c1ccccc1 (stereo not drawn)
27. Cn1cc(CN[C@H]2C[C@H]3C(=O)NC[C@@H](CCC(=O)N4CCc5ccccc54)N3C2)c2ccccc21
28. COc1ccc(C2=Nc3ccc(OC(F)(F)F)cc3NC(c3cccnc3)=N2)cc1
29. O=C(NCc1ccccc1C(F)(F)F)c1cc2c(s1)CCN(C(=O)c1ccccc1)C2

entry no.,25,26,27,28,29
NIH3T3 tox,·,-9%,?,·,-7%
HEK cytotox,·,i,?,·,-6%
FLuc inh,·,4%,5%,·,-3%
HEK293 viab,8%,5%,-2%,-20%,-6%
IP6K1 inh,4,23,-9,-17,-2
GPT2 inhibitor,·,i,1%,·,-18%
SNCA expr inh,123%[activator],5%,?,-2%,-24%

# Other structures.
# Under each structure: NIH3T3 tox | HEK cytotox | FLuc inh | HEK293 viab | IP6K1 inh | GPT2 inhibitor | SNCA expr inh
31	COCCN1C[C@H]2COc3ccccc3[C@H]2N(C(=O)OCC(C)C)CCC1=O
→ ? | ? | · | · | -8 | · | ·
32	Cc1ccc(CNC(=O)Cn2c(N(C)Cc3ccccc3)nc(C)cc2=O)cc1
→ ? | ? | -4% | -8% | 28 | i | ?
33	COc1ccc(OC)c(NC(=O)CSc2nnc3ccc4ccccc4n23)c1
→ · | · | · | 0% | -15 | · | 14%
34	COC(=O)N1CCN(CCCn2nc3n(c2=O)CCCC3)CC1
→ -23%[138 µM] | -12%[172 µM] | · | · | 5 | · | ·
35	CC(C)c1nncn1C1CCN(S(=O)(=O)c2ccc(F)cc2)CC1
→ 1% | -3% | -9% | -2% | 4 | 4% | 0%
36	COC1C(=O)N(c2cccc(F)c2)C12CCN(S(=O)(=O)c1cccs1)CC2 (stereo not drawn)
→ -27% | ? | 4% | 0% | 0 | i | -11%
37	Cc1nn(C)c2ncnc(N3CCCC(Cc4nc5ccccc5[nH]4)C3)c12 (stereo not drawn)
→ ? | ? | 0% | -16% | -10 | 4% | -15%
38	COc1cccc(CN2CCOC3CCN(Cc4ccccc4O)CC3C2=O)c1 (stereo not drawn)
→ -12%[138 µM] | ? | -4%[172 µM] | -7%[87.6 µM] | 8 | -8%[88.5 µM] | 3%[87.6 µM]
39	Cc1[nH]nc(CN2CCC3(CCN(C4CCCC4)CC3)C(CO)C2)c1Cl (stereo not drawn)
→ ? | -14% | 3% | -3% | 6 | -6% | 18%
40	O=c1[nH]c(C2CCN(Cc3ccccc3)CC2)nn1Cc1ccccc1
→ -4% | -19% | -2% | 1% | -7 | i | 2%
41	Cc1ccc(Cn2ccnc2SCC(=O)NCc2ccccc2)cc1
→ · | · | · | 3% | -5 | · | ?
42	COc1ccc(C2Cn3nnc(C(=O)NC4CCCCCC4)c3CO2)cc1 (stereo not drawn)
→ ? | ? | -5% | -16% | -3 | 1% | 8%
43	CCN1CCC(CCNC(=O)CCC[C@H]2NC[C@@H]3CC2CN(Cc2ccccc2)C3)CC1
→ i | 14% | -11% | 9% | 0 | i | -1%
44	COc1ccc(C)cc1NC(=O)C(Cc1ccccc1)NS(=O)(=O)c1ccc(Br)s1 (stereo not drawn)
→ · | · | · | ? | 33 | · | -21%
45	NC(=O)N1c2ccccc2CC(=O)c2ccccc21
→ · | · | · | 3% | 27 | i | -18%
46	Cc1ccc(CCCN2CCCC(COc3ccccc3C(=O)N3CCCCC3)C2)o1 (stereo not drawn)
→ ? | ? | 6% | -17% | 18 | i | 3%
47	C=CC1(C)CC(=O)C2(O)C(C)(O1)C(OC(C)=O)C(O)C1C(C)(C)CCC(O)C12C (stereo not drawn)
→ · | · | · | -2% | · | ? | 30%[activator]
48	Cc1c(C(=O)OC2CCCCC2)[nH]c2c1C(=O)CC(c1ccccc1Cl)C2 (stereo not drawn)
→ · | · | · | -7% | -1 | · | -29%
49	COC(=O)c1ccccc1NC(=O)[C@H]1O[C@@H]2OC(C)(C)O[C@@H]2[C@H]2OC(C)(C)O[C@H]21
→ · | · | · | 7% | 9 | · | 6%
50	O=C(NCc1nnc2c(-c3nc(C4CC4)no3)cccn12)c1ccc(F)c(Cl)c1
→ -13% | -4% | 6% | 5% | 20 | -4% | -24%

# Screening results as filed in PubChem.

# Not all compounds are listed. The share of hits here may be higher or lower than overall.
